Source: PubChem (several laboratories)
BoNT F protease = BoNT F light chain protease inhibition; Multiplex microsphere protease cleavage assay, flow cytometry; inhibition, % at 10 µM; 360,000 compounds, 0.22% hits; AID 588497; in the data active = inhibition above about 35%, passing the limit was not always enough; inconclusive = no clear call, values can overlap the other calls; also: plate controls were buffer without enzyme for full effect and enzyme alone for no effect
MazF activator = activators of E. coli MazEF toxin-antitoxin RNase; P0AE70; FAM/BHQ RNA-DNA oligo cleavage fluorescence, 5 h; activation, % at 20 µM; 350,000 compounds, 0.32% hits; in the data active = activation above about 50%
Target sequence (P0AE70 whole entry, looked up): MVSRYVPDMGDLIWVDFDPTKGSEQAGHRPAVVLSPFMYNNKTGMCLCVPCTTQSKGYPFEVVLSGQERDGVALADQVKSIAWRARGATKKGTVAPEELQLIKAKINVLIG
DUSP3 inh = DUSP3 (human) phosphatase inhibition; recombinant VHR phosphatase, pNPP absorbance; 290,000 compounds, 0.52% hits; P51452; inhibition, % at 13.3 µM; AID 1654; in the data active = inhibition above about 50%; also: some compounds called inactive have numbers as strong as hits
Target sequence (P51452 whole entry, looked up): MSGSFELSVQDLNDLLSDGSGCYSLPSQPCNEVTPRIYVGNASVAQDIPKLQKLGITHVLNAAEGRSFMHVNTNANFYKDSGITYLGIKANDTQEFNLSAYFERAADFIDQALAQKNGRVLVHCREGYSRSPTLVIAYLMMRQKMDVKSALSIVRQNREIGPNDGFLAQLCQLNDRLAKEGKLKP
Rv3671c protease = Rv3671c (M. tuberculosis) protease inhibition | P9WHR9 | inhibition, % at 5.96 µM | 320,000 compounds, 0.048% hits | AID 2606; in the data active = inhibition above about 38%;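 also: extracellular domain of Rv3671c used as enzyme; 0% = enzyme with DMSO and 100% = no enzyme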
Target sequence (P9WHR9 whole entry, looked up, the tested form may be a part): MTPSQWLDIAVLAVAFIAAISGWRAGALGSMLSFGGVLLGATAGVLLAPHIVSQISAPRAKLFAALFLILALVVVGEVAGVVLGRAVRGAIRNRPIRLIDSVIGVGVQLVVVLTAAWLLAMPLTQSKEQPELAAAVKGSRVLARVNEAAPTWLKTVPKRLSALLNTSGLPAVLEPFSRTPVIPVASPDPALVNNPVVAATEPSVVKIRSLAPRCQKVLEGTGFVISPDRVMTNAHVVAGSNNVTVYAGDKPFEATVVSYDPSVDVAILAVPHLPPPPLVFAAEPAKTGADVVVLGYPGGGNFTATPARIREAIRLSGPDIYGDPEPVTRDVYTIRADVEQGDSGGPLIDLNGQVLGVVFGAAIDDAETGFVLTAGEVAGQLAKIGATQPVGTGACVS
3CLpro inhibitor = SARS-CoV 3CLpro protease inhibition. P0C6X7. recombinant SARS-CoV 3CLpro, quenched FRET peptide cleavage. inhibition, % at 6 µM. 290,000 compounds, 0.14% hits. AID 1706; in the data active = inhibition above about 12%
BoNT A protease = blocks Botulinum neurotoxin A light chain protease. inhibition, % at 10 µM. 360,000 compounds, 0.17% hits. multiplex microsphere protease substrate cleavage, flow cytometry; also: plate controls were buffer without enzyme for full effect and enzyme alone for no effect
Anthrax LF inh2 = blocks Bacillus anthracis lethal factor protease; P15917; 360,000 compounds, 0.12% hits; inhibition, % at 10 µM; multiplex microsphere protease cleavage assay, LF; also: plate controls were buffer without enzyme for full effect and enzyme alone for no effect
PrPC TRFRET = reduces human prion protein on the cell surface | P04156 | cell surface PrPC, TR-FRET read-out | inhibition, % at 13.8 µM | 370,000 compounds, 0.43% hits; in the data active = inhibition above about 24%; also: 0% = median of the test wells and 100% = reference compound wells
PriA SSB inh = blocks PriA binding to SSB C-terminal tail; AlphaScreen SSBct-PriA binding, biotinylated peptide; inhibition, % at 33 µM; 430,000 compounds, 0.6% hits; AID 1272365; in the data active = inhibition mostly above about 37%, no sharp cut-off; inactive = mostly below about 20%;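 also: plate controls were negative control peptide for no effect and reference peptide for full effect; strong numbers were not always called active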
CCHFV vOTU inh = CCHFV vOTU protease inhibition. Pep-AMC fluorescence. inhibition, % at 11.5 µM. 370,000 compounds, 0.55% hits. AID 651958; in the data active = inhibition above about 30%; also: 0% = vehicle wells with enzyme and 100% = no enzyme wells
* marks the source's active call; other numbers are inactive results; ? = inconclusive; nt = no result given. Rule as the data show it, unless noted: active = inhibition above about 30%; inconclusive = no clear call, values can overlap the other calls; inactive = below that. Only part of the results is shown (hit frequency here may not be typical).

SMILES | BoNT F protease | MazF activator | DUSP3 inh | Rv3671c protease | 3CLpro inhibitor | BoNT A protease | Anthrax LF inh2 | PrPC TRFRET | PriA SSB inh | CCHFV vOTU inh
CC1CCN(Cc2c(C(=O)N3CCc4ccccc4C3)nc3ccc(Cl)cn23)CC1 | -5 | -8 | 20 | -7 | -3 | 0.9 | -2 | 8 | -33 | 19
Cc1cccc(C2Nc3ccccc3C(=O)N2CCc2ccccc2)n1 (centres undefined) | 7 | 5 | 12 | -6 | 0 | 0.3 | 7 | -18 | -18 | -64
O=C(N=C1SC2CS(=O)(=O)CC2N1c1ccc(OC(F)(F)F)cc1)C1CC1 (centres undefined) | 0 | 1 | 1 | 0 | 2 | 1.4 | 0 | -6 | -9 | 8
COc1ccc(NC(=O)C2Cc3c(-c4ccccc4Oc4ccccc4)ccnc3O2)cn1 (centres undefined) | 0 | nt | nt | nt | nt | 0.1 | -6 | 7 | nt | 10
CSCC(=O)NS(=O)(=O)c1ccc(C)cc1 | -12 | 13 | 12 | 8 | -1 | 0.1 | -3 | 2 | -2 | -6
CC(=O)c1ccc(NC(=O)C(C)Sc2nnc(-c3ccncc3)n2C2CC2)cc1 (centres undefined) | -4 | 15 | nt | -8 | nt | 0.5 | 2 | -7 | -10 | -8
CC1CCCCN1C(=O)c1cccc(NC2=C(Cl)C(=O)N(Cc3ccccc3)C2=O)c1 (centres undefined) | 0 | -5 | nt | -5 | nt | 1.5 | 1 | nt | -7 | nt
CCOc1cc(C=C2C(=O)c3ccccc3C2=O)ccc1OCC(=O)Nc1ccc(C)cc1 | -6 | -84 | -27 | -14 | 0 | 2.4 | -2 | 4 | 1 | 6
COc1ccc(-c2noc(COc3ccc(Cl)c(C)c3)n2)cc1 | -1 | -10 | 2 | 7 | -4 | -1.0 | -13 | -5 | -7 | 1
Cc1ccnc2nc(C(=O)OCC(=O)c3c[nH]c4ccccc34)nn12 | -4 | -25 | 10 | 0 | -3 | -1.1 | 3 | -2 | 4 | -8
COc1ccc(N2CCN(CC(O)COc3cc(C)cc(C)c3)CC2)cc1 (centres undefined) | -23 | 4 | 22 | -3 | 2 | -1.3 | 6 | 6 | 25 | 11
Cc1ccc(-c2cc(C(F)(F)F)n3ncc(C(=O)N4CCCCC4c4cccnc4)c3n2)cc1 (centres undefined) | -10 | 10 | 12 | 6 | 5 | -0.5 | 0 | 6 | 4 | 2
CC1CCCC(C)N1C(=O)CSc1nnc(-c2c[nH]c3ccccc23)o1 (centres undefined) | -8 | 5 | 20 | 2 | 4 | 0.4 | -1 | -5 | -9 | 7
COC(=O)c1c(NC(=O)CN2C(=O)NC3(CCC(C(C)(C)C)CC3)C2=O)sc2c1CCCCC2 (centres undefined) | -7 | -3 | 18 | -2 | 5 | -0.6 | -2 | 9 | -12 | 0
CC1Cc2cc(S(=O)(=O)CCC(=O)N3CCN(c4ccccc4)CC3)ccc2N1C(=O)C1CC1 (centres undefined) | 3 | -4 | 13 | 4 | -6 | 0.4 | -1 | 3 | 7 | 3
COCCCN1C(=O)C(CC(=O)NC2CCCCC2)CC(C(=O)N2CCCCCC2)=C1C (centres undefined) | 4 | nt | nt | nt | nt | 0.2 | -7 | 3 | nt | -5
COc1ccc(C)cc1Nc1n[n+](-c2ccccc2)c(-c2ccc(SC)cc2)s1 | -3 | 6 | 1 | -2 | -4 | 0.0 | 0 | 4 | 3 | 4
COc1ccc(C(=O)NCC(c2cccs2)N2CCc3ccccc32)cc1OC (centres undefined) | -4 | 5 | nt | 4 | nt | 0.9 | 1 | 6 | 24 | 0
Cc1ccc(CNC(=O)c2ccccc2NS(=O)(=O)c2ccc(Cl)nc2)cc1 | 6 | 5 | -2 | 1 | 4 | 0.8 | -3 | 2 | -10 | 14
COc1ccc(NC(=O)CSc2nnc(CN3CCOCC3)n2C)cc1Cl | -8 | 0 | 18 | -3 | -4 | -1.0 | 0 | -2 | 3 | -11
COc1cccc(OC)c1NC(=O)C1CCCN1C(=O)Nc1ccccc1F (centres undefined) | -9 | 13 | 39 | nt | -4 | -2.5 | 11 | -2 | -13 | 2
CCOC(=O)c1ccc(NC(=O)Cn2c(C)nc3c(sc(=S)n3CC)c2=O)cc1 | -2 | 22 | 5 | -3 | 5 | -1.2 | -3 | 0 | -2 | -5
COC(=O)/C(=C1/Oc2cc(C)oc(=O)c2S1)C(F)(F)F | 5 | 4 | 13 | 2 | -1 | ? | -8 | -5 | -3 | -13
CCn1ncc(Br)c1C(=O)N(C)C12CC3CC(CC(C3)C1)C2 | 0 | 4 | 11 | -9 | -4 | -0.1 | 0 | 7 | -34 | 6
CC(C)c1c(C(=O)N/N=C/c2cccc(OCc3ccc(F)cc3)c2)nnn1-c1nonc1N | -5 | -11 | 1 | -10 | 11 | -1.3 | -1 | 5 | nt | -4

As entered above.
Under CCHFV vOTU inh, COc1ccc(N2CCN(CC(O)COc3cc(C)cc(C)c3)CC2)cc1 (centres undefined) shows 11
Under PriA SSB inh, CC1CCCCN1C(=O)c1cccc(NC2=C(Cl)C(=O)N(Cc3ccccc3)C2=O)c1 (centres undefined) shows -7

The results go on.
SMILES | BoNT F protease | MazF activator | DUSP3 inh | Rv3671c protease | 3CLpro inhibitor | BoNT A protease | Anthrax LF inh2 | PrPC TRFRET | PriA SSB inh | CCHFV vOTU inh
O=C(COc1ccc(Br)cc1)Nc1ccc(Cc2ccncc2)cc1 | 2 | 7 | 21 | -4 | 3 | 0.2 | -4 | -4 | 0 | -2
CCc1c(C#N)c(SCCC(=O)Nc2ccc(OC)cc2)nc2c1C(=O)CC(C)(C)C2 | -8 | -3 | 7 | -14 | 5 | -0.5 | -5 | 12 | -5 | 3
COc1ccc(Cn2c(=N)c(C(=O)NCC3CCCO3)cc3c(=O)n4ccccc4nc32)cc1 (centres undefined) | -5 | 8 | 20 | -11 | -6 | 0.4 | -2 | -53 | -9 | -5
O=C(CC1CCCC1)N1CCN(S(=O)(=O)c2cccc(F)c2)CC1 | 3 | 7 | nt | nt | nt | -2.2 | -5 | 2 | 6 | -8
O=C(O)CCCn1ccc2cc(S(=O)(=O)N3CCCC3)ccc21 | 12 | 6 | 11 | 10 | -4 | 11 | 7 | 12 | -7 | 15
NC(=O)CC(NC(=O)Cc1cccc2ccccc12)c1ccc(NCCN2CCCC2)c([N+](=O)[O-])c1 (centres undefined) | 2 | 0 | 5 | 2 | -3 | 0.3 | -9 | -22 | -4 | 5
COc1cccc(NC(=O)CN(C)C(=O)Cc2ccc3c(c2)CCC3)c1 | -5 | 2 | nt | 10 | nt | 0.0 | -2 | 3 | -3 | -3
CSc1nc(N2CCOCC2)c2c(c1C#N)CCCCC2 | 0 | -5 | -9 | 2 | 4 | -0.4 | 0 | 5 | -25 | -9
Cc1noc2ncnc(Sc3ccc(Br)cc3)c12 | -10 | 3 | 17 | -10 | -4 | -1.7 | 4 | 7 | -2 | -2
Cc1ccc(CNC(=O)C2CCCN2C(=O)Nc2ccc(C)cc2)cc1 (centres undefined) | 8 | -6 | -18 | 4 | 3 | -2.2 | 2 | 6 | -19 | 9
O=C(COC(=O)c1cc[n+]([O-])cc1)Nc1ccc([N+](=O)[O-])cc1C(F)(F)F | 13 | 13 | nt | nt | nt | 0.8 | 2 | -6 | 2 | -1
CCC(C)(C)n1nnnc1C(c1ccc(C)cc1)N1CCN(C(=O)c2ccco2)CC1 (centres undefined) | 8 | 2 | 22 | 5 | 2 | -0.4 | 0 | -1 | -4 | 0
O=[N+]([O-])c1cccc(C2=NCCC(c3ccccc3)O2)c1 (centres undefined) | -15 | 0 | 16 | -8 | -2 | 0.3 | -3 | -19 | -3 | -2
CCN(Cc1ccccc1)C(=S)Nc1cc(C(=O)OC)ccc1C(=O)OC | 9 | -9 | -14 | 3 | -5 | 2.0 | 2 | 4 | -19 | -21
CCCNC(=O)c1cc(C2CCCN(C(=O)c3ccccc3)C2)on1 (centres undefined) | 8 | nt | nt | nt | nt | 0.3 | 2 | -14 | nt | 8
FC(F)(F)c1cccc(N2CCN(Cc3ccoc3)CC2)c1 | 2 | -1 | 13 | -4 | 2 | -0.2 | -5 | nt | 1 | nt
COc1ccc(-c2ccc(SCC(=O)N3c4ccccc4CC3C)nn2)cc1OC (centres undefined) | 25 | 5 | 6 | 0 | -4 | ? | 12 | 11 | -6 | -8
CC(c1ccccc1)n1cncc1C(=O)N1CCCC1=O (centres undefined) | -2 | -1 | 25 | -8 | -5 | 0.2 | 0 | -4 | -10 | -3
Cc1ccc(C)c(S(=O)(=O)N2CCN(C(=O)CN3C(=O)NC(C)(C)C3=O)CC2)c1 | 0 | -1 | nt | -9 | nt | -0.4 | 2 | 2 | -2 | -10
COc1ccc(C(=O)OCC(=O)N2CCc3ccccc32)cc1S(=O)(=O)N1CCOCC1 | -7 | -2 | nt | 10 | nt | -0.2 | -8 | 5 | -6 | -10
COC(=O)c1c(C(=O)c2ccc(Br)cc2)n(C)c2ccccc12 | ? | -1 | nt | -14 | nt | ? | ? | -3 | 3 | -1
O=C(c1ccco1)N1CCN(CCOc2ccccc2)CC1 | -7 | 5 | -2 | 3 | -4 | -0.2 | 1 | -1 | -7 | -7
COc1ccc(NC(=O)CCCNS(=O)(=O)c2cccs2)cc1 | -10 | 1 | 6 | 4 | 2 | 0.1 | -12 | 5 | 5 | -7
NC(=O)C[n+]1cccc(/C=N/O)c1 | 0 | 1 | 16 | -3 | -4 | 0.7 | 2 | -8 | nt | 12
Cc1ccc(C2=CC(c3ccccc3)n3ncnc3N2)c(C)c1 (centres undefined) | -7 | 1 | nt | 9 | nt | -0.7 | 6 | 2 | -3 | -9

Remaining list, next part:
SMILES | BoNT F protease | MazF activator | DUSP3 inh | Rv3671c protease | 3CLpro inhibitor | BoNT A protease | Anthrax LF inh2 | PrPC TRFRET | PriA SSB inh | CCHFV vOTU inh
Cc1ccc(C)c(Nc2ccc3nonc3c2[N+](=O)[O-])c1 | 0 | 11 | 70 | nt | -4 | 1.6 | -12 | -33 | 15 | -2
CC(=O)N1CCN(C(=O)CSc2ncnc3sc(C)c(C)c23)CC1 | -3 | 4 | nt | -4 | nt | -0.5 | -8 | 4 | -1 | 5
O=C(CSc1nnc(-c2cccnc2)n1-c1ccccc1)Nc1ccc2c(c1)OCO2 | -8 | 2 | -8 | -1 | -2 | 1.1 | 4 | 3 | -5 | 13
O=C(CNC(=O)c1ccc(Br)o1)NCC1COc2ccccc2O1 (centres undefined) | 8 | 4 | nt | -2 | nt | 2.0 | 3 | -1 | 14 | 17
O=C(NCCN1CCOCC1)c1cc([N+](=O)[O-])ccc1Cl | 6 | 4 | 50* | -4 | -1 | 1.0 | -7 | -26 | 1 | 1
O=C1C=C(c2ccc(F)c(Cl)c2)C[C@@H](c2ccc(F)cc2)C1 | -3 | 2 | nt | -4 | nt | -0.3 | -2 | 10 | -43 | 5
Cc1ccc(C(=O)OCC(=O)NCc2ccccc2)cc1S(=O)(=O)N1CCCCC1 | -4 | 1 | nt | 3 | nt | 0.1 | -1 | 9 | -4 | 6
CCOc1ccccc1CNC(=O)CCn1ccc2cc(S(=O)(=O)N3CCCCC3)ccc21 | -6 | 7 | -22 | -2 | -1 | -0.1 | -3 | 9 | -3 | -5
O=C(CS(=O)(=O)Cc1ccccc1)NCC1CCCO1 (centres undefined) | -14 | 0 | 10 | -4 | 0 | -0.3 | 0 | -7 | -2 | -1

Complete entries, quoted from the list. Values in the order: BoNT F protease, MazF activator, DUSP3 inh, Rv3671c protease, 3CLpro inhibitor, BoNT A protease, Anthrax LF inh2, PrPC TRFRET, PriA SSB inh, CCHFV vOTU inh
Cc1ccc(C)c(Nc2ccc3nonc3c2[N+](=O)[O-])c1 as listed: 0, 11, 70, nt, -4, 1.6, -12, -33, 15, -2
CC(=O)N1CCN(C(=O)CSc2ncnc3sc(C)c(C)c23)CC1 as listed: -3, 4, nt, -4, nt, -0.5, -8, 4, -1, 5
O=C(CSc1nnc(-c2cccnc2)n1-c1ccccc1)Nc1ccc2c(c1)OCO2 as listed: -8, 2, -8, -1, -2, 1.1, 4, 3, -5, 13
Cc1ccc(C(=O)OCC(=O)NCc2ccccc2)cc1S(=O)(=O)N1CCCCC1 as listed: -4, 1, nt, 3, nt, 0.1, -1, 9, -4, 6
